Screens: PubChem, several laboratories
FadD28 binding: blocks FadD28 binding to the bisubstrate probe; AID 588549; inhibition, % at 12.5 µM; fluorescence polarization; actives 0.22% (n = 360,000); in the data active = inhibition above about 8.5%, passing the limit was not always enough; inconclusive = no clear call, values can overlap the other calls
BioA inh: inhibitors of Mycobacterium tuberculosis BioA enzyme; purified M. tuberculosis BioA enzyme, plate reader; inhibition, % at 9.99 µM; actives 0.096% (n = 360,000); in the data active = inhibition above about 40%; inconclusive = no clear call, values can overlap the other calls
UGM FP inh: Mtb UDP-galactopyranose mutase inhibition | P9WIQ1 | inhibition, % at 10 µM | purified UGM, fluorescence polarization probe displacement | actives 0.06% (n = 320,000); in the data active = inhibition above about 10%, passing the limit was not always enough; inconclusive = no clear call, values can overlap the other calls
GDH-TPI counter: inhibits GDH-TPI coupling enzymes, artifact for Mtb FBA screen; actives 1.2% (n = 360,000); GDH-TPI coupled enzyme counterscreen, NADH absorbance; inhibition, % at 4.8 µM; AID 588335; in the data active = inhibition above about 30%;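 note: 0% = DMSO wells and 100% = wells lacking the enzyme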
Mtb FBA inh: inhibits M. tuberculosis FBA enzyme; P9WQA3; purified M. tuberculosis FBA, fluorescence read-out; inhibition, % at 1 µM; actives 2.3% (n = 360,000); AID 588726; in the data active = inhibition above about 27%;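 note: 0% = vehicle and 100% = reference inhibitor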
BoNT-F LC inh: blocks Botulinum neurotoxin F light chain protease | Multiplex microsphere protease cleavage assay, flow cytometry | inhibition, % at 10 µM | actives 0.22% (n = 360,000); in the data active = inhibition above about 35%, passing the limit was not always enough; inconclusive = no clear call, values can overlap the other calls; note: plate controls were buffer without enzyme for full effect and enzyme alone for no effect
Anthrax LF prot: blocks Bacillus anthracis lethal factor protease. AID 588501. multiplex microsphere protease cleavage assay, LF. P15917. inhibition, % at 10 µM. actives 0.12% (n = 360,000); note: plate controls were buffer without enzyme for full effect and enzyme alone for no effect
Target sequence (P15917 whole entry, looked up): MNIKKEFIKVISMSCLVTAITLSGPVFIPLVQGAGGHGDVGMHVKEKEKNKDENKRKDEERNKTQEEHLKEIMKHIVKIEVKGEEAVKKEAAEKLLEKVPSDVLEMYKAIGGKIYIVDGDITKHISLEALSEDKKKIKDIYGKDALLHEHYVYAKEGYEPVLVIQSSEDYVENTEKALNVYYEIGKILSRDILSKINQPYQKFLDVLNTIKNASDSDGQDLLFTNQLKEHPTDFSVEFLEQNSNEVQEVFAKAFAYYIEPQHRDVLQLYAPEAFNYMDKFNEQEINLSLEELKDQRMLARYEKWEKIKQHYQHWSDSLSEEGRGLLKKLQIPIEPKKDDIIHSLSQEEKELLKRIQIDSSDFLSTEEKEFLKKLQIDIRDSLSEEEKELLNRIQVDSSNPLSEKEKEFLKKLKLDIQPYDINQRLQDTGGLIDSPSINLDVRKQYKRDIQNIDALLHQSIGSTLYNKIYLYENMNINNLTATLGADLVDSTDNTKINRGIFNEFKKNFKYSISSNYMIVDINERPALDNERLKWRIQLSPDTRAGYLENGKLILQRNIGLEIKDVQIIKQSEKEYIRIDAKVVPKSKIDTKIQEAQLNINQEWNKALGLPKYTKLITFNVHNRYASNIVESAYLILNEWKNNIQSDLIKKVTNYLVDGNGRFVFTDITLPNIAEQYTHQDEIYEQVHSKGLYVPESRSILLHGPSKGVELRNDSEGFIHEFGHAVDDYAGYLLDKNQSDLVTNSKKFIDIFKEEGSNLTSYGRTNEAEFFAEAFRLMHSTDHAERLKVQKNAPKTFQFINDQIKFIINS
BoNT-A LC inh2: blocks Botulinum neurotoxin A light chain protease. multiplex microsphere protease substrate cleavage, flow cytometry. inhibition, % at 10 µM. actives 0.17% (n = 360,000). AID 588499; note: plate controls were buffer without enzyme for full effect and enzyme alone for no effect
PfHsp40 yeast: rescue of PfHsp40-mediated yeast toxicity; S. cerevisiae expressing PfHsp40, growth rescue, ATP luminescence; AID 504582; actives 0.68% (n = 340,000); growth rescue, % at 12.5 µM; in the data active = growth rescue above about 28%, passing the limit was not always enough; inconclusive = no clear call, values can overlap the other calls;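 note: yeast W303a lacking pdr1 and pdr3 grown in galactose medium; growth measured after three days at 30 °C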
* marks the source's active call; other numbers are inactive results; u = inconclusive; x = no result given; & = joins results of further samples. Cut-off read from the data, not from the text of the source, unless noted: active = inhibition above about 30%; inconclusive = no clear call, values can overlap the other calls; inactive = below that.

SMILES	FadD28 binding	BioA inh	UGM FP inh	GDH-TPI counter	Mtb FBA inh	BoNT-F LC inh	Anthrax LF prot	BoNT-A LC inh2	PfHsp40 yeast
O=C(NCc1ccc(OC(F)(F)F)cc1)C1CC2Cn3c(nc4ccccc43)C2N1Cc1ccccc1 (configuration not stated)	-2.5	0.2	0.8	10	2	2	-8	0.2	-0.9
COCCNC(=O)C1CC(c2ccc([N+](=O)[O-])cc2)=NO1 (configuration not stated)	-0.7	1.0	1.1	9	0	-1	-1	0.0	-3.1
Cc1ccc(SCc2nnc(N)s2)cc1	-2.0	-0.7	3.7	-8	-2	3	3	1.2	-1.6
COc1ccc2[nH]c(=O)c(CN(CC3CCCO3)S(=O)(=O)c3ccccc3)cc2c1 (configuration not stated)	-1.1	x	-3.0	3	12	-2	4	-0.6	0.0
CCOC(=O)C(C(=O)OCC)N(C#N)c1nc(OC)nc(N(C)C)n1	0.3	x	2.1	7	0	0	0	-0.3	-0.5
Cn1nc(C(=O)NC2CCCN(Cc3ccccc3F)C2)c2ccccc2c1=O (configuration not stated)	-1.6	3.7	1.4	-4	-1	1	2	-0.4	3.6
Cn1c(NC(=O)/C=C/c2c(F)cccc2Cl)cc(=O)n(C)c1=O	0.7	x	4.4	9	2	-2	-4	-0.6	-0.5
O=C(NCC1(c2ccccc2)CCOCC1)c1cccs1	-2.5	x	-3.7	6	2	5	-6	0.4	-0.6
Cc1noc(C)c1NC(=O)N(C)C[C@@H]1OCc2cnnn2CCCC(=O)N([C@H](C)CO)C[C@@H]1C	0.9	-1.8&-0.5	x	10	-2	-5	-4	0.1	x
COC(=O)c1nnn(-c2nonc2N)c1COc1ccc(C=O)cc1OC	-4.0	1.0	0.1	13	0	3	-4	-0.8	0.9
Cc1ccc(-n2c3c(c(=O)[nH]c2=O)C(C(F)(F)F)(C(F)(F)F)NC(=O)N3)cc1	-1.1	-2.6	0.7	12	2	-1	1	0.7	-2.3
CSC1=N/C(=C\c2ccccc2Cl)C(=O)N1N(C)C	-5.0	7.3	3.9	3	3	2	-3	0.1	0.5
CCc1ccccc1NC1Nc2cc(C)nn2S1 (configuration not stated)	-13	x	-0.6	6	-3	-5	-2	-0.7	0.5
CCOc1cc(C2C(C(=O)N3CCOCC3)=C(C)NC3=C2C(=O)CCC3)ccc1O (configuration not stated)	-1.5	-0.6	0.5	2	-1	-5	-1	-0.6	-0.9
CC(C)CN1C(=O)C(=O)N(CC(=O)NC2CCCc3ccccc32)C1=O (configuration not stated)	-5.2	x	1.6	-12	0	-7	-2	-2.8	0.3
COC(=O)c1sccc1-n1cccc1C(=O)N1CCOCC1	0.3	-0.8	-1.4	-2	-3	-6	-2	-0.4	0.3
Cc1ccn(C(=O)c2cc3c(C)nn(-c4ccccc4)c3s2)n1	-1.3	-0.7	0.2	5	3	-12	-3	0.1	-0.7
O=C(C=Cc1ccccc1)NCCNC(=O)C=Cc1ccccc1	-3.5	x	x	5	-2	-11	1	-0.2	1.0
COc1ccc(OC)c(S(=O)(=O)NC(=O)C2(C)CCN2C(=O)Cc2ccc(Cl)cc2Cl)c1 (configuration not stated)	-0.1	-0.2	x	4	3	-5	2	0.2	x
CC1=CC(=O)[C@@H](O)[C@@H](c2ccccc2Br)N1C	-3.4	1.2	x	7	0	1	-2	0.2	0.1

Some values from the list.
COC(=O)c1sccc1-n1cccc1C(=O)N1CCOCC1 – UGM FP inh: -1.4
COc1ccc(OC)c(S(=O)(=O)NC(=O)C2(C)CCN2C(=O)Cc2ccc(Cl)cc2Cl)c1 (configuration not stated) – GDH-TPI counter: 4
O=C(NCc1ccc(OC(F)(F)F)cc1)C1CC2Cn3c(nc4ccccc43)C2N1Cc1ccccc1 (configuration not stated) – PfHsp40 yeast: -0.9
COC(=O)c1nnn(-c2nonc2N)c1COc1ccc(C=O)cc1OC – UGM FP inh: 0.1
Cc1ccn(C(=O)c2cc3c(C)nn(-c4ccccc4)c3s2)n1 – BoNT-F LC inh: -12
CCc1ccccc1NC1Nc2cc(C)nn2S1 (configuration not stated) – FadD28 binding: -13

(further entries)
SMILES	FadD28 binding	BioA inh	UGM FP inh	GDH-TPI counter	Mtb FBA inh	BoNT-F LC inh	Anthrax LF prot	BoNT-A LC inh2	PfHsp40 yeast
O=C(Nc1cccc(S(=O)(=O)N2CCOCC2)c1)c1ccccn1	-3.6	x	0.3	1	-2	10	0	0.4	0.4
O=C(COc1cccnc1[N+](=O)[O-])Nc1ccc(N2CCOCC2)cc1	-1.1	x	-0.9	9	-1	-15	-2	-0.1	4.7
O=C(N/N=C/c1ccccc1[N+](=O)[O-])c1ccncc1	-3.2	0.3	-2.7	-1	0	-9	28	-3.3	5.5
Cc1noc(C)c1S(=O)(=O)N(C)C[C@@H]1OCc2cn(nn2)CCCC(=O)N([C@@H](C)CO)C[C@H]1C	0.8	-4.9&0.4	x	4	-1	-6	-13	-0.2	x
COc1ccc(/C=C2\SC(N)=NC2=O)cc1Cl	-0.3	x	-1.1	20	7	-4	1	1.9	0.6
Nc1cccc(C(=O)O)c1	0.6	-0.7	-2.3	18	18	9	9	0.1	-0.3
Cc1ccccc1S(=O)(=O)Cc1ccc(C(=O)NCCN2CCN(Cc3ccccc3)CC2)o1	-3.6	-1.0	-4.2	-6	1	0	2	0.6	-1.1
Cc1cccc(N2CCN(C(=O)C(NS(=O)(=O)c3cccs3)c3ccccc3)CC2)c1C (configuration not stated)	-0.8	-0.1	2.1	6	0	5	2	1.2	-0.5
O=C(COC(=O)c1ccc(O)cc1)c1ccc(S(=O)(=O)N2CCCCC2)cc1	-1.9	0.4	-2.3	-3	-1	-4	-11	-0.1	-0.5
O=C(NCc1n[nH]c(=S)n1-c1ccc(Cl)c(Cl)c1)c1ccc(S(=O)(=O)N2CCCCC2)cc1	0.1	x	2.8	1	1	-19	-4	-3.5	1.1
C[C@@H]1CN([C@@H](C)CO)C(=O)CCCn2nncc2CO[C@@H]1CN(C)C(=O)OCc1ccccc1	-3.5	0.7&0.0	x	4	-2	-4	-2	-0.1	x
Cc1cc(C)c2c(CC(=O)N3CCCC3)coc2c1	-1.2	-1.2	-0.8	0	1	u	-7	-2.6	-0.6
CC1(C)Cc2c(sc3nc4n(c(=N)c23)CCC4)CO1	2.5	-0.4	0.0	2	3	4	1	0.9	-0.8
CC(=O)c1cccc(NC(=O)COC(=O)COc2ccc(Cl)cc2)c1	-2.6	3.9	1.9	4	0	-9	0	-0.6	-0.2
CCOC(=O)c1cc(CC)sc1N1C(=O)CC(Sc2ccccc2C(=O)O)C1=O (configuration not stated)	-1.5	x	1.6	-3	-2	-1	-8	-0.9	7.6
CN1CCN(c2ccc(NC(=O)COc3ccccc3)cc2Cl)CC1	0.0	-3.9	x	2	6	-4	0	2.6	1.4
O=C(CCc1nnc(CCCCc2ccccc2)o1)N1CCC(N2CCCC2)CC1	-2.1	0.5	0.4	2	1	-2	2	1.1	-0.8
CCCCCCn1c(=O)c(C(=O)Nc2ncccc2C)c(O)c2ccccc21	-3.3	-1.4	4.7	27	0	x	x	x	145*
CSc1ccccc1NC(=O)c1cc2ncc(Br)cn2n1	0.3	x	2.0	8	-6	6	0	-0.2	0.7
CCNC(=O)CN1C(=O)NC2(CCCCCC2)C1=O	-1.2	-1.5	-4.3	3	-1	-12	8	-0.8	1.0
CN(Cc1ccccc1)C(=O)c1nc2ccccn2c1CN1CCCC1c1nccs1 (configuration not stated)	-3.2	1.7	3.7	4	5	-2	2	-1.7	-0.1
COCC1=C(C(=O)OC)C(c2cccs2)n2ncnc2N1 (configuration not stated)	-0.6	x	-3.3	7	0	-2	-1	0.0	0.3
O=C(c1ccc(CS(=O)Cc2ccccc2Cl)o1)N1CCN(c2ccccc2)CC1 (configuration not stated)	-0.8	10	x	3	-1	1	2	-0.6	x
CCCC(C)NC(=O)C1CCN(S(=O)(=O)c2ccccc2)CC1 (configuration not stated)	-1.0	-1.1	1.4	7	2	3	1	-0.2	-0.8
COC(=O)c1sc(=S)n(-c2cc(F)ccc2F)c1N	-3.3	11	0.5	29	-2	-2	0	-1.3	-1.6
Cc1ccc2cc(CN(CCCO)S(=O)(=O)c3cccc4nsnc34)c(=O)[nH]c2c1C	-0.2	-0.3	5.0	15	4	11	2	2.8	0.3
C[n+]1c(-c2ccccc2)cc2c(=Cc3ccccc3)c3ccccc3n21	-6.3	x	x	13	2	-64	-28	1.5	170*
COc1ccc(CC(=O)NNc2ncnc3c2cnn3C)cc1	-2.0	-1.3	2.9	0	0	-1	1	1.0	0.0
Cc1cnc(C(=O)OC(C(=O)c2c[nH]c3ccccc23)c2ccccc2)cn1 (configuration not stated)	-2.9	1.3	-0.9	-6	0	0	0	-2.9	-2.0
CCn1c(C)nc2cc(C(=O)NNC(=O)Nc3cccc(Cl)c3)ccc21	3.5	x	0.4	6	6	0	-5	0.2	-0.4
CCN1CCN(C(=O)CSc2cc(=O)n(C)c3ccccc23)CC1	-2.6	x	0.3	0	-3	4	1	-0.1	0.6
Cc1cccc(N2CCN(C(=O)/C=C/c3cccs3)CC2C)c1 (configuration not stated)	-1.2	x	3.4	16	1	2	9	1.0	0.8
CCCC(=O)Nc1ccc(Cl)c(NC(=O)c2ccc(Br)o2)c1	-3.2	-0.5	5.0	7	6	-8	-4	-1.5	-0.7
COc1ccc(Cl)cc1NC(=O)CSc1nnc(Cc2cccn2C)n1-c1ccc(F)cc1	-0.9	-0.9	1.1	17	6	-8	-8	-0.7	1.0
COc1ccc(CCNC(=O)CN(c2ccccc2)S(C)(=O)=O)cc1OC	1.0	-1.7	-0.8	15	-1	21	-5	0.6	-0.8
CCOC(=O)c1[nH]c(C)c(C(=O)N2CCOCC2)c1C	-3.3	0.9	-0.5	-13	-2	-3	2	0.3	-0.4
COc1ccc(CN2C(=O)c3ccccc3C2=O)cc1C(=O)O	1.2	-2.2	-1.0	3	2	3	2	-3.2	x
COc1ccc(N2C(=O)NC(=O)C2=O)cc1	-0.5	-2.8	-0.5	8	1	-1	0	0.0	-1.3
COc1ccc(CCNC(=O)c2cnn(-c3ccc(C)c(C)c3)c2NC(=O)c2ccco2)cc1OC	-0.6	0.4	2.7	-1	0	6	-1	u	0.0
CCc1ccc(OC)c(S(=O)(=O)N2CCN(C(=O)c3ccco3)CC2)c1	-0.4	3.4	-1.5	3	2	-11	-15	-0.3	-0.4
CC(Nc1n[nH]c(=O)[nH]c1=O)C(=O)N/N=C/c1cccs1 (configuration not stated)	-0.2	x	0.5	9	-1	-1	-2	0.1	0.3
Cc1cnc(C(=O)OCC(=O)NC(C)c2ccccc2)cn1 (configuration not stated)	-2.1	-0.3	0.6	2	1	-9	-4	0.5	0.4
COc1ccccc1C(=O)C1CCCN(Cc2cccc3nccnc23)C1 (configuration not stated)	-0.5	-2.0	-1.5	7	1	1	-4	0.7	0.7
COc1ccccc1/C=C\C(=O)NCC(=O)N/N=C(\C)Cc1ccccc1	-1.7	x	-1.0	6	3	1	4	0.4	-1.8
CN1C2C=C3C(C#N)=C(N)C(C#N)(C#N)C(c4ccc(Br)cc4)C3C1CC2 (configuration not stated)	-2.2	8.6	-0.9	6	3	4	-2	1.1	0.1
COc1ccc(NC(=O)C(=O)NCC2CCCN2S(=O)(=O)c2cccs2)cc1 (configuration not stated)	0.0	-0.8	-1.6	-5	3	x	x	x	0.8
CC(c1ccccc1)N1CCn2c(nc3cc(NS(C)(=O)=O)ccc32)C1 (configuration not stated)	-4.4	16	1.9	-1	6	1	-9	1.2	-1.5

Quoted from the entries so far for reference:
SMILES	FadD28 binding	BioA inh	UGM FP inh	GDH-TPI counter	Mtb FBA inh	BoNT-F LC inh	Anthrax LF prot	BoNT-A LC inh2	PfHsp40 yeast
COc1ccc(NC(=O)C(=O)NCC2CCCN2S(=O)(=O)c2cccs2)cc1 (configuration not stated)	0.0	-0.8	-1.6	-5	3	x	x	x	0.8
CC(c1ccccc1)N1CCn2c(nc3cc(NS(C)(=O)=O)ccc32)C1 (configuration not stated)	-4.4	16	1.9	-1	6	1	-9	1.2	-1.5
